FLuc inh counter: Photinus pyralis luciferase inhibition counter-screen; P08659; ATPLite firefly luciferase biochemical luminescence, 10 min; inhibition, % at 10 µM; hit rate 1.5% among 200,000;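 active = inhibition above about 50% when tested at 10 µM, limit read from the data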
Target sequence (P08659 whole entry, looked up): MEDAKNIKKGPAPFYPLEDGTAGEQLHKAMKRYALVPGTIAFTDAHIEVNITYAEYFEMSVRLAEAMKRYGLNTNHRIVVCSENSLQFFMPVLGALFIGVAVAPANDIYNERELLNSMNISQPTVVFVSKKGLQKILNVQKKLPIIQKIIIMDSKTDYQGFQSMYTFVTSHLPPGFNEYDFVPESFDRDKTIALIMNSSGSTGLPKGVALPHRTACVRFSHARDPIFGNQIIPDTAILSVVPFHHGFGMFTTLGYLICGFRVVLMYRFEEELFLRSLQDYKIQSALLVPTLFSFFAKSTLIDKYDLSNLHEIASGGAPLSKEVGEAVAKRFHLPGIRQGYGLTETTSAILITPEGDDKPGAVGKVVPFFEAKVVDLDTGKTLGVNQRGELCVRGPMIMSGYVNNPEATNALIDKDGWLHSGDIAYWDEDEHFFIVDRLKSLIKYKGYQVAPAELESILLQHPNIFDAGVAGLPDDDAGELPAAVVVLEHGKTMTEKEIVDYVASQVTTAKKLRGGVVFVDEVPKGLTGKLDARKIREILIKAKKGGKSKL
APP 5'UTR act: APP 5'UTR luciferase reporter activation | SH-SY5Y APP 5'UTR luciferase reporter, luminescence; zero percent = DMSO vehicle wells | activation, % at 2 µM | hit rate 1% among 190,000;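 active = activation above a set limit, based on mean plus 3 SD of controls, cut at about 140% in these data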; also: values of inactives mirror those of a sister screen read the other way
STAT1 activator: activators of IFN-gamma induced STAT1 signaling | NIH 3T3 STAT1-luciferase reporter, luminescence; 100% = IFN-gamma alone, no compound | hit rate 2.6% among 200,000 | activation (% of control), % at 5.5 µM | AID 932;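 active = activation above the screen-wide mean activation plus 3 SD, cut at about 130% in these data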;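 also: raw ratio to IFN-gamma control signal so 100% means no change and 0% no light; values of inactives mirror those of a sister screen read the other way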
STAT3 activator: increases IL-6 driven STAT3 reporter signal; U3A cells, IL-6 STAT3-luciferase reporter, luminescence; 100% = signal with IL-6 EC80 alone; activation (% of control), % at 5.6 µM; hit rate 0.91% among 190,000; AID 871;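 active = activation above the screen-wide mean of compound activation plus 3 SD, cut at about 130% in these data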;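 also: 0% = background luminescence of wells with medium and substrate only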
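Material: human STAT1-deficient U3A cells with stable STAT3-luciferase reporter / Probe or stimulus: IL-6 stimulus at 33 ng/mL final / Schedule: 1 h compound pre-exposure, 6 h IL-6 stimulation, 37 °C / Technique: luminescence / Read-out basis: percent of IL-6-only median luminescence / Control set: IL-6-only high control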
STAT3 blocker: reduces IL-6 driven STAT3 reporter signal | inhibition, % at 5.5 µM | U3A cells, IL-6 STAT3-luciferase reporter, luminescence; host cell line lacks STAT1 | hit rate 0.89% among 190,000;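 active = inhibition above the mean inhibition across all screened compounds plus 3 SD, cut at about 44% in these data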;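 also: 0% = DMSO only wells and 100% = 100 µM nifuroxazide control wells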
APP 5UTR inh: APP translation inhibition | SH-SY5Y APP 5'UTR-luciferase reporter, luminescence | inhibition, % at 2 µM | hit rate 0.82% among 190,000 | AID 1285;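 active = inhibition above a set limit, derived from the sample mean plus 3 SD, cut at about 45% in these data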; also: values of inactives mirror those of a sister screen read the other way
RAM inhibit: inhibitors of the yeast RAM network | S. cerevisiae dse1pr::URA3 reporter, 5-FOA growth OD615, 2 d; analog-sensitive cbk1-as2 kinase mutant strain | inhibition, % at 50 µM | hit rate 1.8% among 190,000 | AID 868;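 active = inhibition above a set limit, 3 SD over mean compound inhibition, cut at about 8.4% in these data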;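 also: 0% = DMSO-only wells with no growth and 100% = 10 µM 1-NA-PP1 full growth; inhibition rescues growth on 5-FOA so higher OD means more RAM inhibition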
Hsp70 activator: transcriptional activators of Hsp70; HeLa Hsp70 promoter luciferase reporter, luminescence; scaled: vehicle 0, proteasome-inhibitor control 100%; activation, % at 10 µM; hit rate 0.04% among 200,000; AID 1203;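 active = activation above the mean across all tested compounds plus 3 SD, cutoff set per campaign, cut at about 5.5% in these data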;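 also: 100% = MG132 at 30 µM as the positive control and 0% = DMSO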
NF-kB neuron act: NF-kB expression increase, human neuronal cells; NF-kB reporter expression; active compounds read high; fold change at 12.5 µM; hit rate 1.6% among 190,000; AID 1239; in the data active = fold change above about 3.3
STAT1 blocker: STAT1 signaling inhibition; NIH 3T3 STAT1-luciferase reporter, IFN-gamma, luminescence; inhibition, % at 5.5 µM; hit rate 0.35% among 200,000;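 active = inhibition above a set limit, the mean inhibition across all tested compounds plus 3 SD, cut at about 34% in these data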;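 also: 0% = IFN-gamma with DMSO and 100% = IFN-gamma with 300 µM nifuroxazide; values of inactives mirror those of a sister screen read the other way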
The depositor's hits bear a star; / = not tested or not shown.

SMILES | FLuc inh counter | APP 5'UTR act | STAT1 activator | STAT3 activator | STAT3 blocker | APP 5UTR inh | RAM inhibit | Hsp70 activator | NF-kB neuron act | STAT1 blocker
COc1ccccc1N1CCN(C(=O)c2cc3n(n2)C(C(F)(F)F)CC(c2ccco2)N3)CC1 (configuration not stated) | -3 | -22 | 94 | 102 | 4 | 22 | -0.5 | -0.4 | 0.94 | 7
COC(=O)\C(C(C)=O)=C(/C=C/C=C/C=C/N(C)C)N(C)C | -2 | 4 | 92 | 99 | 4 | -4 | 1.2 | 0.5 | 1.1 | 9
COc1cccc(OC)c1Nc1nc(C)nc2c1nnn2Cc1ccccc1Cl | -8 | 5 | 92 | 100 | 5 | -6 | 4.7 | -0.1 | 0.97 | 7
CCOC(=O)c1c(-c2ccc(C)o2)csc1N | -2 | -8 | 98 | 100 | 1 | 8 | 4.5 | 0.1 | 1 | 2
Cc1ccc(NC(=O)OCCNC(=O)c2ccncc2)cc1 | 1 | 27 | 113 | 95 | 8 | -27 | 0.4 | 0.2 | 1.8 | -15
Fc1ccc(-c2nnc(Cc3nnc(-c4ccc(F)cc4)o3)o2)cc1 | -8 | 2 | 102 | 110 | -5 | -2 | 1.3 | -0.2 | 1.3 | -1
CCCC(=O)Nc1nn(C)c2nc3c(C)cccc3cc12 | -2 | 2 | 92 | 102 | 2 | -2 | 0.9 | -0.2 | 0.98 | 9
CCOC(=O)CCSc1nc(C)c2cc(C)ccc2n1 | 9 | 49 | 106 | 98 | 4 | -49 | 0.1 | -0.5 | 1.3 | -6
CC(C)COc1ccc(-c2nnn(CC(=O)N3CCCC3)n2)cc1 | 10 | 14 | 100 | 97 | 8 | -14 | -0.5 | 0.3 | 1.6 | 0
CCCCn1nc2cc(C(=O)NCc3ccccc3)ccc2c1OCC | -9 | -1 | 98 | 93 | 14 | 1 | 0.4 | -0.1 | 1.1 | 2
COc1ccc(-c2nnc3ccc(SCC(=O)Nc4cc(C)on4)nn23)cc1 | 0 | 11 | 92 | 96 | 6 | -11 | 0.5 | 0.1 | 1.1 | 8
Cc1ccc(C(=O)NNC(=O)CSc2nnc3c(n2)[nH]c2ccc(F)cc23)cc1 | -7 | 15 | 98 | 96 | 6 | -16 | 4.8 | -0.1 | 1 | 2
CCn1ncc(/C=C/C(=O)C2CC2)c1C | -1 | -2 | 110 | 89 | 14 | 2 | 0.3 | 0.1 | 0.81 | -12
Nc1ccc(NC(=O)c2cccs2)c(Cl)c1 | 2 | 17 | 112 | 80 | 27 | -17 | 0.8 | -0.2 | 2 | -13
CC1CCCCC1NC(=O)c1nnc(Cc2ccc(Cl)cc2)o1 (configuration not stated) | -9 | 6 | 100 | 103 | -4 | -6 | 1.7 | -0.3 | 0.94 | 1
NC(=O)CC[C@@H]1NC(=O)[C@@H]2CCCN2C(=O)c2cc([N+](=O)[O-])cc(I)c2NCCC[C@@H](C(=O)NC(CC(=O)O)C(N)=O)NC1=O (some centres not stated) | -6 | -6 | 91 | 109 | -14 | 6 | -0.8 | 0.8 | 1 | 9
O=C(O)c1ccccc1N1C(=O)C2C3CCC(C3)C2C1=O (configuration not stated) | -2 | 8 | 100 | 104 | -2 | -8 | 0.9 | -0.3 | 1.6 | -2
NC(=O)c1ccccc1NC(=O)/C=C/c1ccccc1 | 82* | 104 | 129* | 98 | -3 | -104 | -1.1 | -0.3 | 3.6* | -32
Cn1c(SCC(=O)NCC2CCCO2)nnc1-c1c[nH]c2ccccc12 (configuration not stated) | -3 | 9 | 103 | 96 | 10 | -9 | 0.7 | -0.3 | 0.98 | -3
COc1ccc(/C=N/O)cc1COc1ccc(NC(C)=O)cc1 | 16 | -6 | 100 | 97 | 7 | 6 | -0.5 | -0.4 | 0.88 | 0
COc1ccccc1/C=N/NC(=Nc1ccc(C)cc1)c1nc2ccccc2s1 | 2 | 22 | 124 | 123 | -22 | -22 | 5.8 | -0.1 | 0.63 | -26
Cc1cccc(C)c1NC(=O)C(NC(=O)CN1C(=O)c2ccccc2C1=O)c1ccccc1 (configuration not stated) | 0 | 2 | 99 | 103 | -2 | -2 | 3.4 | -0.2 | 1.2 | 1
COc1ccc(F)cc1C(=O)C1CCCN(C(=O)c2cccc(N(C)C)c2)C1 (configuration not stated) | -7 | 11 | 99 | 102 | 2 | -11 | 1.4 | -0.4 | / | 0
Cc1ccccc1NC(=O)c1sc(Cl)nc1C | -7 | 21 | 103 | 80 | 24 | -21 | 2.3 | -0.2 | 1.6 | -4
NC(=O)C1(NC(=O)[C@@H]2CC3(CC(c4cccc(NC(=O)[C@@H]5CCC(=O)N5)c4)=NO3)CN2C(=O)Cc2ccc(Cl)cc2)CC1 (some centres not stated) | -1 | 27 | 96 | 94 | 9 | -27 | 0.8 | -0.2 | 1.1 | 4
COc1cccc(-c2ccc(=O)n(CC(=O)Nc3ccc(S(=O)(=O)NCC(C)C)cc3)n2)c1 | -2 | 20 | 97 | 97 | 7 | -20 | 0.2 | -0.2 | 1 | 2
COCC(=O)Nc1ccccc1Br | -7 | -15 | 100 | 105 | -3 | 15 | 2.1 | -0.1 | 1 | 0
N#C/C(=C\c1ccc(O)c(O)c1)C(=O)N1CCCC1 | -2 | 28 | 92 | 100 | -1 | -28 | 2.2 | 0.0 | 0.99 | 9
CC(=O)Nc1ccc(N=Cc2ccc(OCc3ccccc3)cc2)cc1 | 9 | 26 | 117 | 99 | 1 | -26 | 0.4 | -0.1 | 1.1 | -20
O=C(c1ccco1)N1CCN(c2ncnc3scc(-c4ccccc4)c23)CC1 | -8 | -8 | 98 | 104 | -4 | 8 | 0.0 | -0.4 | 1.1 | 10
COC(=O)c1ccc(COc2ccc3c4c(c(=O)oc3c2)CCC4)o1 | -1 | 3 | 97 | 87 | 15 | -3 | 2.5 | -0.1 | 1.7 | 3
CC(C)(C)NC(=O)NC(=O)COC(=O)c1cccc(NS(=O)(=O)c2ccc(F)c(F)c2)c1 | -11 | 7 | 94 | 102 | -6 | -7 | 3.9 | 0.0 | 0.96 | 6
Cc1cc(C(=O)NCCN2C(=O)S/C(=C\c3cccs3)C2=O)ccc1[N+](=O)[O-] | -3 | 17 | 99 | 103 | 0 | -17 | 3.6 | -0.5 | 1.5 | 1
CS(=O)(=O)Nc1ccc(C(=O)NCc2ccc3c(c2)OCO3)cc1 | 0 | -2 | 115 | 101 | 2 | 2 | 2.2 | 0.2 | 1.3 | -17
COC(=O)c1[nH]c2ccc(C)cc2c1NC(=O)CCN1CCN(Cc2ccc3c(c2)OCO3)CC1 | -6 | -16 | 94 | 99 | 4 | 16 | -0.4 | -0.2 | 0.6 | 7
O=C1CCCC/C1=C\Nc1ccccc1C(=O)O | -10 | -1 | 99 | 110 | -6 | 1 | 1.2 | 0.1 | 1.3 | 1
O=C(c1ccccc1)n1nnc2ccccc21 | 3 | / | 102 | 96 | 5 | / | 0.4 | -0.3 | 0.88 | -4
COc1ccccc1Nc1nc(-c2cccs2)cs1 | 6 | 28 | 171* | 131 | -32 | -28 | 6.6 | 0.3 | 5.7* | -77
O=C(NCc1ccccc1)C1=C[C@H](c2ccc(Br)cc2)C[C@H](OCc2ccc(CO)cc2)O1 | -3 | 3 | 108 | / | / | -3 | 11* | 0.0 | 0.78 | -7
CC(=O)c1ccc(N2CCN(C(=O)CN(C)S(=O)(=O)c3cnc[nH]3)CC2)cc1 | -2 | -9 | 105 | 96 | 9 | 9 | 1.8 | -0.2 | 1.1 | -7
Cc1sc(-n2cccc2)c(C(=O)O)c1C | -6 | 6 | 102 | 110 | -6 | -6 | -0.5 | -0.1 | 1.2 | -3
Cc1ccc(/C=N/Nc2nc(Cl)c(Cl)cc2Cl)s1 | 12 | 71 | 147* | 108 | -5 | -71 | 1.4 | 0.1 | 2.6 | -52
O=[N+]([O-])c1cccc(NC(=S)N2CCc3ccccc3C2)c1 | 2 | 6 | 114 | 102 | 5 | -6 | 5.1 | 0.3 | 1.2 | -17
CCOc1ccc(NC(=O)/C=C/c2ccccc2)c([N+](=O)[O-])c1 | 0 | 42 | 131* | 110 | -13 | -42 | 5.0 | -0.1 | 2.2 | -34
O=C(OC(c1ccccc1)c1nccc2ccccc12)c1cc([N+](=O)[O-])cc([N+](=O)[O-])c1 (configuration not stated) | -4 | 12 | 103 | 97 | -1 | -12 | 3.5 | -0.2 | 0.64 | -3
CCOC(=O)C(C)c1ccc2cc(OC)ccc2c1 (configuration not stated) | -3 | 25 | 94 | 96 | 9 | -25 | 1.9 | -0.2 | 1.4 | 7
Cc1ccc(-n2c(-c3ccncc3)n[nH]c2=S)cc1C | 11 | -15 | 91 | 93 | 13 | 15 | 1.9 | -0.3 | 0.96 | 8
Cc1c(NS(=O)(=O)c2ccc(N3CCN(C)CC3)c([N+](=O)[O-])c2)c(=O)n(-c2ccccc2)n1C | -3 | -13 | 104 | 109 | -2 | 13 | 0.5 | 0.2 | 0.94 | -6
O=C(Nc1ccc(C(=O)N2CCOCC2)cc1)c1cc(-c2cccnc2)nc2ccc(Br)cc12 | -5 | -3 | 110 | 98 | 7 | 2 | 0.9 | 0.0 | 0.39 | -14
CCOc1cc(CNCCCN2CCOCC2)ccc1OCC(=O)NC(C)(C)C | -6 | 19 | 100 | 98 | 7 | -19 | 3.8 | 0.5 | 0.97 | -1
CCc1nc2oc(C(=O)c3ccccc3)c(N)c2c2c1COC(C)(C)C2 | -9 | 9 | 96 | 82 | 22 | -10 | 2.9 | -0.1 | 0.95 | 4
O=S(=O)(c1ccc(S(=O)(=O)N2CCN(C/C=C/c3ccccc3)CC2)cc1)N1CCCC1 | 1 | -5 | 103 | 99 | 7 | 5 | -0.3 | -0.5 | 1.2 | -3
COc1cc(CNc2ccc(N3CCN(C(C)=O)CC3)cc2)ccc1OCc1ccc(F)cc1 | 0 | -2 | 105 | 83 | 27 | 2 | 2.1 | -0.2 | 1.1 | -6
COc1ccc(NC(=O)c2ccc(Cc3ccc(C)cc3)o2)cc1 | 13 | -3 | 107 | 100 | 3 | 3 | 2.7 | -0.1 | / | -6
Cc1noc(C)c1Cc1ccc(O)cc1 | -9 | -1 | 105 | 93 | 11 | 1 | -0.1 | 0.1 | 1 | -5
Cc1cccc(Nc2nc(N3CCCCC3)nc(N3CCCCC3)n2)c1 | -10 | -8 | 97 | 102 | -3 | 8 | -0.9 | -0.1 | 1.3 | 4
COc1ccc(CCN(C)Cc2nc(Cc3ccc(OC)c(OC)c3)no2)cc1OC | -2 | 6 | 82 | 93 | 12 | -6 | -0.8 | -0.1 | 0.84 | 18
Cc1ccc(OCC(=O)Nc2ccc(C)c(S(=O)(=O)N3CCCCCC3)c2)c([N+](=O)[O-])n1 | -3 | -13 | 94 | 101 | 0 | 13 | 2.2 | -0.1 | 0.69 | 7
COc1ccc(S(=O)(=O)NC2CCCC2)c(Cl)c1Cl | -4 | 10 | 105 | 101 | -4 | -10 | -0.1 | -0.2 | 0.82 | -6
